Source: PubChem BioAssay (several laboratories)
EphB4 ephrin blk – antagonists of human EphB4-ephrin-B2 interaction. P54760. inhibition, % at 7 µM. AID 720. EphB4 LBD / TNYL-RAW-Alexa532 peptide, fluorescence polarization. hit rate 0.15% among 97,000;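 active = inhibition above the screen-wide mean inhibition plus 3 SD, cut at about 15% in these data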;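 note: 0% = DMSO wells and 100% = excess unlabeled TNYL-RAW peptide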
Target sequence (P54760 whole entry, looked up, the tested form may be a part): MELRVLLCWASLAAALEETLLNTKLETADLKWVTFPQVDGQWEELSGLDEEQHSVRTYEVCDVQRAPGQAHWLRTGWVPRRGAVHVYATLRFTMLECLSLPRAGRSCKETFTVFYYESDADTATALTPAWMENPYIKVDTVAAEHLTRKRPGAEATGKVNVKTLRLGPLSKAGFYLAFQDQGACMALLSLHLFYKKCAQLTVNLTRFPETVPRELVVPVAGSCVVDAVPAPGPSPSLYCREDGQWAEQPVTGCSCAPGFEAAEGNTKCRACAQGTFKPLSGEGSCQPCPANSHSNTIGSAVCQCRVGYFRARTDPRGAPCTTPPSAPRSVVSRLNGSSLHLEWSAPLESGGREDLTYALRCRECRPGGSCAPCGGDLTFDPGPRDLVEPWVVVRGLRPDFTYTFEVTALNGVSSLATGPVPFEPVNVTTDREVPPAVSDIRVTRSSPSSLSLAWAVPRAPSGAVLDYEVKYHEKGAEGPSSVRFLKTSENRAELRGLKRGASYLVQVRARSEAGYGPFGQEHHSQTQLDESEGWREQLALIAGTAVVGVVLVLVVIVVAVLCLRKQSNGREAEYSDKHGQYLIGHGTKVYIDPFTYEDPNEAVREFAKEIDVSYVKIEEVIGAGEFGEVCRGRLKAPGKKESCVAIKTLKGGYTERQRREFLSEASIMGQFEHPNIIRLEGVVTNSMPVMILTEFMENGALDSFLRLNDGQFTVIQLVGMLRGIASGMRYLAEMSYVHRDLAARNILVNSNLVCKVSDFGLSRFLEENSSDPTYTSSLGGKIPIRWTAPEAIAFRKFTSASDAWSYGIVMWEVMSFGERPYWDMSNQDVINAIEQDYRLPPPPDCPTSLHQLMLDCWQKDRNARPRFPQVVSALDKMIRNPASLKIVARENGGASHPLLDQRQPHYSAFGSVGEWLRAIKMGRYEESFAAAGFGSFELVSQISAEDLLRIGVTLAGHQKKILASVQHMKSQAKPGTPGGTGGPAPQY
HIV Rev-RRE inh – HIV Rev-RRE protein-RNA interaction inhibition; Rev peptide-RRE RNA binding, FRET; inhibition, % at 8 µM; hit rate 0.79% among 97,000;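 active = inhibition above the screen-wide mean plus 3 SD, cut at about 35% in these data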;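 note: 0% = median DMSO wells and 100% = median Neomycin B control wells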
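System: Cy5-labelled duplex RRE RNA binding fluorescein-labelled HIV Rev peptide; Signal: fluorescein-to-Cy5 FRET, 480 nm excitation; Also added: labelled Rev peptide; Compound: one concentration, 8 µM nominal; Buffer or medium: HEPES pH 7.5 salt buffer with EDTA; Read-out: % inhibition of FRET ratio versus controls; Schedule: 5 min preincubation and 15 min binding, 25 °C.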
PostGolgi ctrl – inhibits growth of the yeast control strain; efflux-deficient yeast background strain, growth absorbance A615, 16 h; inhibition, % at 10 µM; hit rate 5% among 98,000; AID 738
PTPN22 act – LYP (human) phosphatase activation | Q9Y2R2 | recombinant LYP, DiFMUP fluorescence; 0 = plate median, 100 = signal doubled | activation, % at 2 µM | hit rate 0.11% among 96,000 | AID 697;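 active = activation at 2 µM above a set limit, the mean plus 5 SD, cut at about 37% in these data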
FAK inh – blocks human focal adhesion kinase activity; Q05397; biochemical FAK kinase activity assay; inhibition, %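 (tested at 7 µM)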; hit rate 0.84% among 97,000; AID 727; in the data active = inhibition above about 19%;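 note: 0% = DMSO and 100% = reference compound high control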
PTPN22 inh 2 – inhibitors of human LYP (PTPN22) phosphatase; recombinant LYP catalytic domain, DiFMUP fluorescence; inhibition, % at 2 µM; hit rate 0.21% among 96,000; AID 640;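 active = inhibition at 2 µM at or above a set limit, the screen mean plus 3 SD, cut at about 24% in these data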;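 note: 0% = DMSO with enzyme and 100% = enzyme fully blocked by orthovanadate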
S1P2 ag – S1P2 (human) receptor agonism. S1P2-expressing cell line, agonist reporter read-out. activation, % at 4.5 µM. hit rate 0.46% among 97,000. AID 729; in the data active = activation above about 16%;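 note: 0% = vehicle low control and 100% = maximal reference agonist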
S1P2 blocker – S1P2 (human) receptor antagonism | hit rate 0.21% among 97,000 | cell-based S1P2 antagonist assay, inhibition at 5 uM | O95136 | inhibition, % at 5 µM; in the data active = inhibition above about 45%;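 note: CRE beta-lactamase reporter cells expressing human S1P2 stimulated with S1P; 0% = agonist at EC80 alone and 100% = agonist plus reference antagonist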
PostGolgi yeast – growth inhibition of a yeast mutant, post-Golgi transport screen; post-Golgi transport phenotypic cell assay; inhibition, % at 10 µM; hit rate 0.9% among 98,000; AID 739;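 note: yeast cells grown in 1536-well plates; yeast grown about 18 h at 30C before absorbance read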
* hit, by the source's call; x = no result given. Cut-off read from the data, not from the text of the source, unless noted: active = inhibition above about 30%; inactive = the rest.

item	mol	EphB4 ephrin blk	HIV Rev-RRE inh	PostGolgi ctrl	PTPN22 act	FAK inh	PTPN22 inh 2	S1P2 ag	S1P2 blocker	PostGolgi yeast
1	CCOC(=O)c1cccc(NC(=O)CNS(=O)(=O)c2cccs2)c1	-7.8	-0.6	3.4	-2.8	1.8	2.0	-1.7	3.3	2.1
2	O=C(Oc1c(-c2ccccc2)oc2ccccc2c1=O)c1ccccc1	-3.1	16.1	29.5	-0.8	-4.5	4.2	-9.1	3.4	5.9
3	COC(=O)C1C(O)=CC(=O)CC1C (stereo not drawn)	-6.2	0.8	x	14.9	-1.4	-8.0	-1.8	4.4	x
4	Cc1ccc2nc(-c3ccccc3)cn2c1	-1.1	-2.2	6.3	-0.5	2.3	-1.0	-3.0	11.8	-3.8
5	O=C(O)CCNS(=O)(=O)c1ccc(Oc2ccccc2Cl)cc1	5.3	8.7	0.0	-9.7	-3.9	9.7	-5.8	0.4	15.9
6	Cc1cccc(C)c1NC(=O)c1ccc(-n2cncn2)nc1	-2.2	2.3	7.3	-3.6	-6.2	7.5	-2.3	25.3	19.5
7	CC(C)(CC(=O)O)Cc1nc(-c2ccc(Cl)cc2)no1	1.2	9.7	3.6	5.7	1.2	-5.7	-1.4	20.6	-7.5
8	CC1=CC(C)C(/C=N/n2cnnc2)C(C)C1 (stereo not drawn)	1.8	6.3	7.7	7.9	-7.4	-6.5	-4.6	14.2	-4.6
9	COC(=O)c1ccc(Oc2nc(C)cc(Oc3ccccc3)n2)cc1	-6.7	12.3	12.0	7.0	0.4	-12.0	-2.8	6.1	0.3
10	C=CCNC(=O)CSc1nnc(-c2cccs2)o1	4.7	10.5	3.2	16.4	-2.1	-19.5	-3.4	-1.2	4.3
11	CCNC(=O)N1C(=O)C2(OCCO2)c2cc(Br)ccc21	0.4	7.3	9.5	-3.2	0.0	2.8	-2.8	3.6	6.8
12	COc1ccc(S(=O)(=O)N2CCC(C(=O)NCc3ccco3)CC2)cc1	-4.4	2.2	-3.6	-3.0	0.1	2.0	-2.9	-4.4	5.8
13	COC(=O)CSc1nnc(SCc2ccc(OC)cc2)s1	-6.4	6.5	4.2	-0.4	-3.7	-4.1	-1.4	-2.6	-1.6
14	COc1cccc(CN2CCNC(=O)C2CC(=O)O)c1OC (stereo not drawn)	10.7	14.5	5.6	-3.4	-0.6	0.5	-3.0	-0.6	-2.8
15	Nc1cc(=O)[nH]c(=O)n1Cc1ccco1	8.4	6.3	-3.1	4.7	-1.5	-10.4	-1.2	9.0	-12.6

Some of these compounds in order of their number in S1P2 ag, rising.
no. | SMILES | S1P2 ag
2 | O=C(Oc1c(-c2ccccc2)oc2ccccc2c1=O)c1ccccc1 | -9.1
12 | COc1ccc(S(=O)(=O)N2CCC(C(=O)NCc3ccco3)CC2)cc1 | -2.9
7 | CC(C)(CC(=O)O)Cc1nc(-c2ccc(Cl)cc2)no1 | -1.4
15 | Nc1cc(=O)[nH]c(=O)n1Cc1ccco1 | -1.2

More results follow:
item	mol	EphB4 ephrin blk	HIV Rev-RRE inh	PostGolgi ctrl	PTPN22 act	FAK inh	PTPN22 inh 2	S1P2 ag	S1P2 blocker	PostGolgi yeast
16	CCOC(=O)N1CCN(C(=O)CN(C2CCCCC2)S(=O)(=O)c2ccc(C)cc2)CC1	-7.9	4.5	11.8	-3.8	1.8	-0.5	-1.5	-10.3	24.0
17	CCN=c1scc(-c2ccco2)n1/N=C/c1ccc(OC)c(O)c1	-4.3	-1.0	16.1	19.9	1.0	-16.4	-7.4	11.7	14.3
18	Cc1c(Nc2nc3ccccc3nc2N2CCN(c3ccccc3)CC2)c(=O)n(-c2ccccc2)n1C	-4.1	-2.8	34.0*	3.1	1.2	-4.6	-8.1	-17.8	1.9
19	O=C1C(SC(F)(F)C(F)F)=C(C(F)(F)F)OC2C3C=CC(C3)C12 (stereo not drawn)	-4.4	-0.3	-1.1	-0.6	-0.4	-1.7	-8.4	6.2	-6.3
20	CSc1nc2c(c(=O)[nH]1)CCCC2	1.2	-0.8	5.3	-3.0	-1.8	3.9	-7.5	0.2	2.0
21	CCOP(=O)(c1ccccc1)c1nc(-c2ccccc2C)oc1N1CCCCC1 (stereo not drawn)	-1.3	0.1	25.9	-9.0	5.2	6.6	-4.2	-7.2	0.9
22	COc1ccccc1NC(=O)CSc1nnc(C2CCCCC2)n1C	-6.1	2.3	2.6	5.7	-2.5	-6.2	-0.2	-23.5	-3.8
23	CCc1nc2cc(Cl)c(Cl)cc2[nH]1	9.6	3.3	16.4	-7.0	1.0	10.4	-7.4	3.8	29.6
24	Cc1nn(-c2ccccc2)c2sc(-c3nnc(SCC(=O)O)o3)cc12	0.7	3.9	-0.6	4.1	-2.9	-1.9	-2.8	-4.1	-5.8
25	CC(C)CCN(C(=O)Nc1ccccc1)C(C)c1cccs1 (stereo not drawn)	-3.9	7.3	14.2	-7.1	2.1	9.3	1.1	-22.4	2.9
26	COc1ccc(NC(=O)CN2CCN(S(=O)(=O)c3ccc(Cl)cc3)CC2)cc1	0.7	0.4	4.3	-10.1	-1.5	6.9	-2.4	-4.8	23.0
27	Cc1cc(/C=C(/C#N)c2cccc(Cl)c2)c(C)n1C	3.1	0.2	42.9*	6.5	-0.6	-2.4	-3.0	9.9	-0.4
28	CC(=O)Nc1ccc(/C(C)=N/NS(=O)(=O)c2ccc(C)cc2)cc1	-8.6	-1.5	1.0	7.6	-0.1	-1.9	-5.8	20.4	-7.2
29	CCOC(=O)CCCCC(=O)c1[nH]c(=O)[nH]c1CSc1nc(C)cc(C)n1	-7.0	2.1	2.4	2.2	-0.5	-2.8	-1.5	-7.9	0.6
30	Cc1cc(=O)oc(C)c1C(=O)NCCCN1CCN(c2ccc(F)cc2)CC1	-3.4	-1.4	3.2	-7.0	-2.5	5.7	-2.0	3.2	-5.9
31	Cc1nn(-c2ccccc2)c2sc(C(=O)NCCN3CCOCC3)cc12	-5.3	7.5	4.8	-1.6	-5.0	0.5	3.0	-36.9	11.3
32	CCCc1ccc(OCC(=O)NNC(=S)NC(=O)c2ccco2)cc1	5.9	1.4	33.4*	-1.5	-2.1	1.1	-3.7	-3.7	27.3
33	CC(=O)Nc1cccc(NC(=O)CSc2nnnn2C(C)C)c1	-2.6	5.5	0.1	-0.1	-1.3	-4.5	-4.3	-4.6	-2.0
34	O=C(O)C1CCCCC1C(=O)NCCc1ccccc1 (stereo not drawn)	-7.2	0.6	25.0	9.0	-6.5	-5.4	-9.3	-3.0	-4.5
35	Cc1ccc(CNC(=O)C2CCN(S(=O)(=O)c3cnc[nH]3)CC2)cc1	3.9	8.7	-1.7	-2.0	-0.9	5.2	-2.9	-17.7	22.7
36	CCCCOc1ccc(C(=O)Nc2cccc(C)n2)cc1	1.4	12.7	7.3	7.7	-1.9	-10.5	-3.9	22.9	-6.2
37	COc1cccc(-n2c(C)nc3c(cnn3-c3ccc(Cl)cc3)c2=O)c1	4.5	0.8	11.0	-10.6	-1.3	7.8	-1.3	16.0	13.8
38	Cn1c(SCC(=O)NC2CCCCC2)nnc1-c1cc2ccccc2o1	2.5	1.2	16.4	0.2	-2.8	1.4	-1.5	-2.6	13.4
39	O=C(Nc1nccs1)c1ccc(Br)c(S(=O)(=O)N2CCOCC2)c1	-4.8	0.2	x	2.2	-1.4	-2.7	-3.8	-0.8	x
40	CCOC(=O)C(NC(C)=O)C(OC(C)=O)c1cccc([N+](=O)[O-])c1 (stereo not drawn)	4.1	4.7	-2.5	-4.9	-3.1	9.3	-7.7	11.7	-2.9
41	Cc1cccc(NC(=O)c2oc3ccc(S(=O)(=O)N4CCOCC4)cc3c2C)c1C	-3.4	4.2	7.0	-4.1	1.6	1.7	-5.6	39.4	1.0
42	COc1ccc2sc(N3C(=O)C4CC=C(C)CC4C3=O)nc2c1 (stereo not drawn)	5.8	10.7	12.6	6.5	-0.3	-7.5	0.1	-13.3	1.6
43	OC(c1ccc2c(c1)OCO2)c1nccc2ccccc12 (stereo not drawn)	1.9	6.0	1.0	6.2	8.1	-9.8	-6.5	21.7	-6.6
44	CCOC(=O)c1ccc(NC(=O)CC2SC(=NC)N(C)C2=O)cc1 (stereo not drawn)	11.0	8.5	2.3	-9.7	1.4	8.1	9.7	19.7	4.6
45	O=C(O)CSc1nc2ccccc2o1	1.5	7.0	15.0	-13.0	1.9	11.9	-3.4	9.9	4.7

As a short view, two of the compounds above.
item	mol	EphB4 ephrin blk	HIV Rev-RRE inh	PostGolgi ctrl	PTPN22 act	FAK inh	PTPN22 inh 2	S1P2 ag	S1P2 blocker	PostGolgi yeast
44	CCOC(=O)c1ccc(NC(=O)CC2SC(=NC)N(C)C2=O)cc1 (stereo not drawn)	11.0	8.5	2.3	-9.7	1.4	8.1	9.7	19.7	4.6
45	O=C(O)CSc1nc2ccccc2o1	1.5	7.0	15.0	-13.0	1.9	11.9	-3.4	9.9	4.7

The list goes on.
item	mol	EphB4 ephrin blk	HIV Rev-RRE inh	PostGolgi ctrl	PTPN22 act	FAK inh	PTPN22 inh 2	S1P2 ag	S1P2 blocker	PostGolgi yeast
46	Cc1ccc(NC(=S)NCCC(c2ccccc2)c2ccccc2)c(C)c1	9.0	5.8	5.0	5.0	-1.2	-1.0	-5.5	9.0	0.0
47	CC(=O)NC1CC2CCCC(C1)N2C(=O)Nc1ccc(Cl)c(C(F)(F)F)c1 (stereo not drawn)	-6.3	-2.2	-5.9	-5.8	3.9	2.9	-3.1	-10.1	6.9
48	COc1ccccc1N1CCN(Cc2ccc(OC)c3ccccc23)CC1	4.0	14.3	34.9*	-3.9	4.6	6.3	-2.6	17.1	1.8
49	CCCCOC1(c2ccccc2)NC(=S)NN=C1c1ccccc1 (stereo not drawn)	0.2	-1.4	10.7	-2.0	-3.0	3.6	-1.6	-6.0	-3.1
50	CC1(C)CC(=O)C(=CN2CCN(C(=O)c3ccco3)CC2)C(=O)C1	0.7	0.2	12.8	12.6	2.7	-14.7	-3.4	11.3	3.0
51	CC1C/C(=N/N=C2/NC(=O)CS2)CC(C)(C)C1 (stereo not drawn)	-1.3	-4.1	34.2*	14.6	-1.8	-9.3	-3.8	-9.1	3.3
52	COc1cc2ccccc2cc1-c1nnc(COc2ccccc2)o1	6.4	6.8	2.8	-9.1	-2.2	5.6	-5.5	-1.5	-14.7
53	COc1cccc(CN2C(=O)C3(C(C#N)=C(N)OC4=C3C(=O)CCC4)c3ccccc32)c1 (stereo not drawn)	8.0	2.7	18.0	0.2	-0.2	-3.2	-3.2	1.2	34.5*
54	c1ccc2[nH]c(CSc3ncnc4c3oc3ccccc34)nc2c1	-8.2	15.6	11.2	-1.3	-6.0	1.2	31.6*	-28.0	0.3
